Compound activity from PubChem.
Sm TGR block: qHTS Assay for the Inhibitors of Schistosoma Mansoni Peroxiredoxins | Schistosoma mansoni thioredoxin glutathione reductase (TGR), Q962Y6 | purified TGR, DTNB reduction, TNB absorbance 405 nm | Potency, µM (top dose mostly 114 µM), without a hit: at the highest dose activity change, negative = inhibition, actives largely listed as inhibitors | hit rate 3% among 360,000 | AID 485364, 2010; also: potency is read from the fitted curve at half-maximal effect; % is scaled to controls: 0 for no effect and ±100 for the full control effect; nearly all actives have a fitted effect of over 60% in size
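Kinetic colorimetric format: TGR-catalysed, NADPH-driven DTNB reduction monitored via TNB absorbance. Enzyme dispensed at 20 nM; compound exposure 15 min at room temperature before reaction start.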
CHX counter: Cycloheximide Counterscreen for Small Molecule Inhibitors of Shiga Toxin. cell reporter, cycloheximide protein synthesis inhibition counterscreen. max response, %. hit rate 12% among 300,000. AID 2314, 2010; in the data active = max response mostly above about 13%, no sharp cut-off; inactive = mostly below about 14%; also: read at 38.3 µM for the half of the compounds with a filed dose; 0% is about no effect
Shiga inhibitor: A qHTS for Small Molecule Inhibitors of Shiga Toxin. Vero cells, Shiga toxin protein synthesis inhibition reporter. inhibition, % at 38.7 µM. hit rate 9.2% among 290,000; in the data active = inhibition mostly above about 28%, no sharp cut-off; inactive = mostly below about 43%; also: 0% is about no effect
Pf growth 96h: Primary qHTS for delayed death inhibitors of the malarial parasite plastid, 96 hour incubation; hit rate 6.9% among 320,000; P. falciparum luciferase reporter growth, 96 h; Potency, µM (top dose mostly 28.7 µM), for inactives: top-dose activity change, negative = inhibition, hits mostly inhibitors; also: potency is read from the fitted curve at half-maximal effect; % is scaled to controls: 0 for no effect and ±100 for the full control effect
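Cell-based qHTS: luciferase-tagged P. falciparum in erythrocytes (2% hematocrit, 0.05% parasitemia final) incubated with compounds for 96 hours, 37 C, 5% CO2; luciferase detection reagent then added and luminescence measured.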
Giardia FBPA inh: qHTS Assay for Inhibitors of Fructose-1,6-bisphosphate Aldolase from Giardia Lamblia | A8B2U2 | Potency, µM (highest dose often 59.6 µM), without a hit: top-dose activity, negative = inhibition, hits mostly inhibitors | purified Giardia FBPA | hit rate 0.71% among 290,000; also: potency is read from the fitted curve at half-maximal effect; % is scaled to controls: 0 for no effect and ±100 for the full control effect; nearly all actives have a fitted effect of over 55% in size
Target sequence (A8B2U2 whole entry, looked up): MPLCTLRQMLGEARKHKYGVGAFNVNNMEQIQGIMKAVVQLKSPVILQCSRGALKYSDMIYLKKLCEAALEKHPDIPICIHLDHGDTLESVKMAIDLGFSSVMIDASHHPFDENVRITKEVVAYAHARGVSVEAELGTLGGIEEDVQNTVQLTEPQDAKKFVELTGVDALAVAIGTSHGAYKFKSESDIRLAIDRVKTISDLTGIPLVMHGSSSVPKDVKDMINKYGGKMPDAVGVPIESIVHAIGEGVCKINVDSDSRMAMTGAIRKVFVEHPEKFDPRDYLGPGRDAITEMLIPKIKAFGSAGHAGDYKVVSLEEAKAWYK
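40 nM FBPA preincubated 10 min at RT with compound (up to 57.5 uM final), then substrate plus GAPDH/TPI/NAD/arsenate coupling and diaphorase/resazurin added. Fluorescence read after 20 min at RT, 525/598 nm.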
Pf growth 48h: Primary qHTS for delayed death inhibitors of the malarial parasite plastid, 48 hour incubation. P. falciparum luciferase growth in erythrocytes, 48 h. Potency, µM (highest dose often 28.7 µM), without a hit: top-dose activity change, negative = inhibition, usual class: inhibitors. hit rate 5.9% among 310,000; also: potency is read from the fitted curve at half-maximal effect; % is scaled to controls: 0 for no effect and ±100 for the full control effect
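In quantitative HTS format, infected erythrocytes bearing luciferase-reporter parasites were treated for a single generation at 37 C. Luminescence after adding detection reagent served as the growth measure.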
Starred values were filed as active, the others as inactive; ? = inconclusive; nt = no result given; & = joins results of further samples; [ ] = dose if it differs, or a comment. Unless noted, calls follow the shape of the dose curve; as a rule, active = well fitted curve in the direction sought with a large enough effect; inconclusive = small, poorly fitted or top-dose-only effect, or another doubt; inactive = no such curve, though single readings can be large; an effect the other way counts as inactive or inconclusive. Hits appear at their usual frequency. About 24% of those tested had a hit in this group.

Sample of the layout, five compounds:
SMILES	Sm TGR block	CHX counter	Shiga inhibitor	Pf growth 96h	Giardia FBPA inh	Pf growth 48h
O=C(OCCN=C1NS(=O)(=O)c2ccccc21)c1ccccc1	-11%	0	-9	?	6%	nt
CCCc1cnc(NCCNCC(O)COc2ccc(Cl)c(Cl)c2)nc1 (stereo unspecified)	-1%	-3	-2	12µM*	-5%	?
Cc1cccc(N(CC(=O)NC2CCCCC2)C(=O)CCC(=O)Nc2ccccn2)c1	6%	6	12	?	14%	-3%
Cc1cc(C)cc(NC(=O)C2C3C=CC4(O3)C2C(=O)N(CCN2CCCCC2)C4C(=O)NC2CCCCC2)c1 (stereo unspecified)	0%	-3	-2	10µM*	1%	?
Cc1nc2c(=O)n(-c3cccc(C(F)(F)F)c3)nc(C)c2s1	-11%	-1	-1	0%	19%	4%

Results, from the first entry:
SMILES	Sm TGR block	CHX counter	Shiga inhibitor	Pf growth 96h	Giardia FBPA inh	Pf growth 48h
O=C(OCCN=C1NS(=O)(=O)c2ccccc21)c1ccccc1	-11%	0	-9	?	6%	nt
CCCc1cnc(NCCNCC(O)COc2ccc(Cl)c(Cl)c2)nc1 (stereo unspecified)	-1%	-3	-2	12µM*	-5%	?
Cc1cccc(N(CC(=O)NC2CCCCC2)C(=O)CCC(=O)Nc2ccccn2)c1	6%	6	12	?	14%	-3%
Cc1cc(C)cc(NC(=O)C2C3C=CC4(O3)C2C(=O)N(CCN2CCCCC2)C4C(=O)NC2CCCCC2)c1 (stereo unspecified)	0%	-3	-2	10µM*	1%	?
Cc1nc2c(=O)n(-c3cccc(C(F)(F)F)c3)nc(C)c2s1	-11%	-1	-1	0%	19%	4%
CCCCCOC(=O)C1=C(C)NC(=O)NC1c1ccc([N+](=O)[O-])cc1 (stereo unspecified)	35%	-1	nt	-23%	-8%	1%
Cc1ccc(S(=O)(=O)N2CCN(C)CC2)c(C)c1	9%	-4	-12	2.6µM*	5%	-1%
CCO[C@@H]1OC(C(=O)Nc2ccccc2)=C[C@H](c2ccccc2)[C@H]1CCCO	-1%	-4	-10	-23%	-17%	0%
COCCN1C(=O)N[C@@H](c2ccc(Br)cc2)C(C(=O)OC)=C1C	0%	-3	-17	?	2%&-1%	-22%
COc1cc(/C=C2/C(=O)N(c3ccc(Br)cc3)N=C2C)cc(OC)c1OC	14%	3	-2	26%	8%	0%
c1ccc(-c2csc(NC3=NCCCCC3)n2)cc1	-8%	43*	35	91%[activator]	0%	89%[activator]
CC(=O)N1N=C(c2cccnc2)OC1c1ccccc1Cl (stereo unspecified)	-6%	-2	-6	21%	4%	5%
O=C(CSC1=N/C(=C/c2ccco2)C(=O)N1c1ccc(OC(F)F)cc1)NC1CCS(=O)(=O)C1 (stereo unspecified)	40µM*	17	24*	-11%	-18%	3%
CCOc1ccc(S(=O)(=O)N2CCN(C(=O)c3cc4c(s3)CCCC4)CC2)cc1	-3%	-7	-2	?	4%	-2%
COc1ccc(C2(C(=O)Nc3ccc(C(=O)N4CCOCC4)cc3)CCOCC2)cc1	2%	9	-18	?	0%	17%
CCCCN(C1CCS(=O)(=O)C1)S(=O)(=O)c1ccc(C(C)C)cc1 (stereo unspecified)	37%[activator]	nt	nt	3%	nt	?
CCC(Oc1ccccc1OC)C(=O)Nc1ccc2c(c1)n(C)c(=O)n2C (stereo unspecified)	-20%	-3	-12	18%	3%	-11%
Cc1onc(-c2c(F)cccc2Cl)c1C(=O)Nc1nnc(C2CC2)s1	1%	-6	2	?	-5%	?
O=c1[nH]c2ccc(S(=O)(=O)Nc3ccc(Cl)cc3)cc2[nH]1	10%	1	-7	?	-1%	10%
CC(=O)N1CCN(c2ccc(S(=O)(=O)N3CCCCC3)cn2)CC1	-5%	4	-2	-73%	-6%	-18%
Cc1cc(=O)oc2cc(OC(=O)CCCCCN3C(=O)c4ccccc4C3=O)ccc12	-6%	-4	7	45%[activator]	4%	-6%
CN1CCN(CCCNC(=O)Cn2nc(-c3ccccc3)ccc2=O)CC1	-1%	-2	-5	32%[activator]	?	4%
Cc1ccc(C(=O)N/C(=C/c2cn(-c3ccccc3)nc2-c2ccccc2)C(=O)O)cc1	8%	-2	-15	17%	10%	-6%
O=C(CCN1C(=O)c2ccccc2C1=O)N1CCN(Cc2ccccc2)CC1	-29%	-1	0	-22%	0%	-3%
O=C(NNC(=O)c1ccccc1O)c1ccc(NS(=O)(=O)c2ccc(F)cc2)cc1	0%	nt	nt	?	nt	1%
Cc1c(O)ccc2c(CN3CCN(C/C=C/c4ccccc4)CC3)cc(=O)oc12	-25%	-3	19	?	-7%	2.6µM*
CC(C)(C)C(=O)NC1(C(F)(F)F)NC(=O)N(c2ccc(F)cc2)C1=O (stereo unspecified)	5%	-1	21	12µM*	3%	-12%
Cc1cc(C)cc(NC(=O)Cn2nnc(C(=O)NCc3cccs3)c2N)c1	0%	-10	-10	31%[activator]	nt	23%
O=C(Nc1ccc(S(=O)(=O)N2CCOCC2)cc1)c1ccc2ncsc2c1	-3%	43*	65*	?	-4%	?
C=CCN1C(=O)C(CC(=O)NCC)SC1=Nc1ccccc1CC (stereo unspecified)	0%	-2	-17	-20%	-18%	4%
COc1ccc(C(C)=O)cc1COC(=O)c1ccc2c(c1)OCCO2	?	nt	nt	-33%	nt	-19%
COC(=O)CSc1nnc(-c2ccc(S(=O)(=O)NCc3cccs3)cc2)o1	6%[11.4 µM]	-2	-17	nt	8%	nt
CCC(C)NS(=O)(=O)c1ccc(S(=O)(=O)Nc2cc3c(cc2C(C)=O)OCO3)cc1 (stereo unspecified)	-13%	-3	-3	9.3µM*	5%	20%
COc1ccc(Cn2nnnc2C(c2ccccc2)N2CCN(C3CCCC3)CC2)cc1 (stereo unspecified)	2%	-4	3	16%	-19%	?
NS(=O)(=O)c1cccc(NC(=O)COC(=O)CCN2C(=O)c3ccccc3C2=O)c1	0%	nt	nt	?	nt	-5%
Cc1cccn2c(=O)c3cc(C(=O)NC(C)c4ccccc4)c(=N)n(CCCn4ccnc4)c3nc12 (stereo unspecified)	10%	1	-9	0.41µM*	5%	0.41µM*
O=C(c1ccc(F)cc1)c1cnc(Nc2ccccc2)s1	9%	23*	75*	241%[activator]	7%	124%[activator]
CCC(=O)N1c2ccc(S(=O)(=O)N3CCN(c4ccccc4Cl)CC3)cc2CC1C (stereo unspecified)	8%&0%	-3	4	?	nt	1%
Cc1nnc(NC(=O)c2ccccc2NC(=O)c2ccccc2)s1	10%	-1	15	-22%	1%	-16%
Nc1c(C(=O)NC2CCCCC2)nsc1C(=O)OCC(=O)NC1CCCCC1	6%	-2	-1	nt	-2%	1%
Cc1nnc(SCC(=O)NCCOc2ccc(Cl)cc2)n1-c1ccccc1	1%	11	7	-12%	-7%	-17%
COc1ccccc1CNC(=O)CN1C(=O)c2cccc(N)c2C1=O	14%	39*	68*	123%[activator]	-4%	120%[activator]
COCCCNC(=O)CS(=O)(=O)Cc1nc(-c2ccccc2C)oc1C	50µM*	-6	3	?	3%	26%
CC(=O)C1=C(C)NC(SCC(N)=O)=C(C#N)C1c1ccco1 (stereo unspecified)	-14%	31	29	21%	-5%	4%
COc1cccc(N2CCN(C(=O)NC3CCCCC3)CC2)c1	-12%	-1	2	-22%	-7%	-12%
O=C(O)COc1ccccc1/C=N/NC(=O)c1ccc(F)cc1	-4%	3	3	16%	-29%	23%
COc1ccc(NC(=O)CN(C)C(=O)c2cn(-c3ccccc3)nc2-c2cccnc2)cc1	2%	nt	nt	?	nt	8.3µM*
CC(C)n1nc(C(=O)NCCCN2CCCC2=O)c2ccccc2c1=O	-3%	-1	-3	8%	nt	16%
CC1CCN(CCNC(=O)CCS(=O)(=O)c2ccc(Br)cc2)CC1	-5%	-2	-19	-1%	4%	?
CCNC(=O)CC1C(=O)N(c2ccc(F)cc2)C(=O)N1CCc1sccc1C (stereo unspecified)	-1%	-4	12	?	0%	7%
CCc1ccc(-c2csc(NC(=O)C3CCCO3)c2C(=O)OC(C)C)cc1 (stereo unspecified)	0%	1	15	?	0%	?
CN(C)/N=C/C=C1\CC/C(=C\c2ccc(Br)cc2)C1=O	-28%	13	-4	-4%	1%	nt
O=c1[nH]c2cc3c(cc2cc1CN(CCO)S(=O)(=O)c1ccccc1Cl)OCCO3	-14%	-6	-11	0.66µM*	-6%	nt
Cc1ccccc1CSc1nncn1N	-7%	2	-3	nt	0%	0%
O=C(c1ccccc1)N1CCCCCC1	1%	-5	-12	-1%	2%	5%
CC(=O)NC(=S)Nc1ccc(NC(=O)COc2ccc(Cl)cc2Cl)cc1	-9%	16	66	?	4%	9%
O=c1c2ccccc2nc(/C=C/c2ccc(F)cc2)n1-c1ccccc1O	3%	6	17	?	-2%	13µM*
O=C(CN(Cc1ccco1)C(=O)c1cccc(Cl)c1)Nc1c(Cl)cc(Cl)cc1Cl	0%	-1	-13	38%[activator]	1%	19%
CC(=O)NC12CC3CC(C1)CC(C(=O)N(C)CC(=O)Nc1ccc(F)c(F)c1F)(C3)C2	-24%	nt	nt	?	nt	-24%
CC(=O)Nc1ccc(S(=O)(=O)NCCC(=O)OCC(=O)N2CCN(C(=O)c3ccco3)CC2)cc1	0%	-2	-2	-8%	nt	-14%

Additional entries:
SMILES	Sm TGR block	CHX counter	Shiga inhibitor	Pf growth 96h	Giardia FBPA inh	Pf growth 48h
Cc1c(NC(=O)c2ccc3c(c2)OCO3)cccc1-c1nc2ccccc2s1	4%	-3	-21	31%[activator]	3%	22%
COCc1c(Br)c(C)nc(OCC(=O)O)c1C#N	-22%	-2	-5	4%	13%	1%
Cc1nonc1NC(=O)CSc1nnc(-c2ccoc2C)n1CC(C)C	-24%	-2	-1	6%	7%	-3%
Cc1ccc2[nH]c3c(c2c1)CN(C(=O)CN1c2ccc(F)cc2CCC1C)CC3 (stereo unspecified)	0%	-3	4	13µM*	nt	12µM*
CCN(CCNC(=O)CC1Oc2ccccc2NC1=O)c1ccccc1 (stereo unspecified)	-10%	-3	-6	?	-3%	nt
Cc1ccc(N2C(=O)S/C(=C/c3cn(C)c4ccccc34)C2=O)cc1	-1%	10	13	57%[activator]	-5%	16%
Cc1ccc(-c2n[nH]c(=O)c3ccccc23)cc1S(=O)(=O)NCC1CCCO1 (stereo unspecified)	0%	-6	4	?	nt	-10%
Cc1ccc(S(=O)(=O)N2CCOCC2)cc1NC(=O)COC(=O)c1ccc(OCc2c(C)noc2C)cc1	4%	4	-3	?	0%	13µM*
Cc1ccc(-n2nc3c(=O)n(CCCC(=O)NCCc4ccccc4)nc(C)c3c2C)cc1	4%&8%	10	10	?	nt	?
O=C(NCCCCCc1nc2ccccc2[nH]1)c1ccccc1Cl	10%	-2	-3	?	-15%	?
CC(Oc1ccc(Cl)cc1Cl)C(=O)N(C)c1ccccc1 (stereo unspecified)	nt	-2	5	?	1%	-18%
O=C(c1ccco1)N1CCN(CC2CC3C=CC2C3)CC1 (stereo unspecified)	-1%	18	31	9%	-5%	7%
Cc1nc(C)c(C(=O)OCC(=O)N2CCN(c3ccccc3)CC2)s1	-5%	-1	-12	1%	4%	-7%
Cc1ccc(O)c(Cn2nnc3ccccc32)c1	-11%	nt	nt	?	nt	10µM*
OCC1(CCOc2ccccc2)CCN(Cc2cn[nH]c2-c2ccc(F)cc2)CC1	-7%	0	-17	?	1%	?
Cc1cccc2cc(/C=N/NC(=O)CN3CCCCC3)c(Cl)nc12	4%	9	18	-6%	5%	2%
